C-LANA FP: inhibitors of KSHV C-LANA binding to DNA, primary screen, biochemical, fluorescence polarization, FAM-LBS DNA, MBP-C-LANA, single point. Kaposi's sarcoma herpesvirus LANA C-terminal domain (residues 932-1162) DNA binding. inhibition, % at 9 µM. actives 0.078% (n = 340,000). AID 504423, 2011;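 active = highest replicate inhibition at or above 60% at 9 µM, even if other replicates fall short; inactive = all replicates below 60% inhibition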;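 note: 0% = neutral control wells and 100% = 4 µM acridine orange control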
SR-BI HDL uptake: inhibitors of SR-BI mediated HDL lipid uptake, primary screen, ldlA[mSR-BI] cells, fluorescence, single point. actives 0.96% (n = 320,000). Scavenger receptor class B member 1 (Mus musculus), Q61009. inhibition, % at 12.5 µM. ldlA[mSR-BI] CHO cells, DiI-HDL uptake fluorescence, 3 h;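 active = mean replicate inhibition of at least 70% and a set share of replicates each scoring 70 or more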;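 note: 0% = median of neutral control wells and 100% = median of positive control wells; values of inactives mirror those of a sister screen read the other way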
Target sequence (Q61009 whole entry, looked up): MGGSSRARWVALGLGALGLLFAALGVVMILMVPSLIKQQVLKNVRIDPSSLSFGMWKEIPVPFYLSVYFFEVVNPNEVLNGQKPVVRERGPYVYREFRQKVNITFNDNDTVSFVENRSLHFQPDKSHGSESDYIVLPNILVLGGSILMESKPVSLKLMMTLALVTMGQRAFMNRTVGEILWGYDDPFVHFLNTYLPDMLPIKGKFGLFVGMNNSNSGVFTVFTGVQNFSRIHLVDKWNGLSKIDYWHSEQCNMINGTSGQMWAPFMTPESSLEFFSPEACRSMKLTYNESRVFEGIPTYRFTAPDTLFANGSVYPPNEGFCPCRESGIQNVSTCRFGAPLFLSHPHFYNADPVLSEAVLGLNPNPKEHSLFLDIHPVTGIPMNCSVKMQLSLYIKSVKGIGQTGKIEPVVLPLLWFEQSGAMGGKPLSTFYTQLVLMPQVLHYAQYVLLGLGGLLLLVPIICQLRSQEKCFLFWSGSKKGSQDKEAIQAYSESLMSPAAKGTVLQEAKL
NSD2 HMT inh: NSD2 histone methyltransferase inhibitors, primary screen, biochemical, AlphaScreen, single concentration, set 2. inhibition, % at 12.5 µM. NSD2 peptide methylation, 120 min. actives 0.54% (n = 310,000). Histone-lysine N-methyltransferase NSD2 (Homo sapiens), O96028. AID 743445, 2014; in the data active = inhibition above about 50%
Arrestin-AP2 inh: inhibitors of beta-arrestin/AP2 binding, primary screen, biochemical, GPCR trafficking, flow cytometry; beta-arrestin 1 C-terminal peptide binding to AP2 beta2-adaptin appendage (human); FITC-arrestin peptide / GST-AP2 beads; AP2 beta2 appendage carries R879A mutation; inhibition, % at 10 µM; actives 0.31% (n = 340,000); AID 504490, 2011;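 active = inhibition above a set limit, near 3 SD of compounds lacking own fluorescence, cut at about 54% in these data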;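 note: plate controls were DMSO wells for no effect and 5 µM unlabelled arrestin peptide for full effect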
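Material – GST-tagged AP2 beta2-adaptin appendage (R879A) on 4 µm glutathione beads · Probe or stimulus – fluorescein-tagged arrestin peptide at 50 nM final · Timing – 12 min plus 1 h, RT · Detection – bead flow cytometry, FITC channel · Read-out basis – inhibition as reduced fluorescein signal on beads, percent · Medium – PBS plus Tween 20 (0.05%) and BSA (0.1%)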
PKA-R2B activ: activators of PKA-R2B holoenzyme, primary screen, biochemical, fluorescence polarization, Cy5-IP20, human | actives 0.079% (n = 340,000) | activation, % at 11.4 µM | PKA-R2B holoenzyme dissociation; R2B truncated from residue 108, S112A mutant; 0% DMSO only, 100% 113 µM cGMP | cAMP-dependent protein kinase catalytic subunit beta (Homo sapiens) + cAMP-dependent …;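 active = activation above a cutoff set at the mean over all compounds plus 3 SD, cut at about 18% in these data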;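 note: higher means more holoenzyme dissociation and a rise in polarization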
Target sequence (P31323 whole entry, looked up, other chains not shown, the tested form may be a part): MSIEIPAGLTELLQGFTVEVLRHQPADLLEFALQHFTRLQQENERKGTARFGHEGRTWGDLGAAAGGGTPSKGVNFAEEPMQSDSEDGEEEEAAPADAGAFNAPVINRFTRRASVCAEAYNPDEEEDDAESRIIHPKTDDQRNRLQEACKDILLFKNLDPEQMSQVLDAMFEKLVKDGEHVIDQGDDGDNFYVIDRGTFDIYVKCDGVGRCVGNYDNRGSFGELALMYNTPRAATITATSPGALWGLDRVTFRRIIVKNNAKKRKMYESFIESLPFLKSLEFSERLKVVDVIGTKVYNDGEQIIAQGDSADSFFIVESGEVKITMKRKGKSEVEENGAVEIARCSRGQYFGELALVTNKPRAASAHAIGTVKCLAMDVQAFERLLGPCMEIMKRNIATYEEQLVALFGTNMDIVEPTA
PvdQ inh: P. aeruginosa PvdQ acylase inhibitors, primary screen, biochemical, fluorescence, plate reader and imaging, single point; PvdQ acylase [Pseudomonas aeruginosa LESB58]; purified PvdQ acylase; inhibition, % at 10 µM; actives 0.063% (n = 340,000); in the data active = inhibition above about 30%, passing the limit was not always enough;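 note: 0% = vehicle neutral wells and 100% = reference inhibitor wells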
Cardiac RTF inh: cardiac RTF calcium sensitivity inhibitors, primary screen, biochemical, IANBD-TnC fluorescence, EC70 calcium; actives 0.12% (n = 340,000); Troponin I, cardiac muscle (Homo sapiens) + Troponin T, cardiac muscle (Homo sapiens) + …; IANBD-labeled cardiac RTF, Ca2+ fluorescence; inhibition, % at 7.15 µM; AID 493244, 2011;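 active = inhibition above the mean inhibition of all tested compounds plus 3 SD, cut at about 17% in these data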;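 note: assay run at fixed EC70 calcium of 1.6 mM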
SR-BI DiI-HDL act: activators of SR-BI mediated DiI-HDL uptake, primary screen, ldlA[mSR-BI] CHO cells, DiI fluorescence; actives 0.096% (n = 320,000); activation, % at 12.5 µM; 3 h; 100 = double the neutral-control signal;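 active = mean replicate activation of at least 60% and every replicate at or above 60%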;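 note: 0% = median plate neutral-control signal and 100% = twice that signal; values of inactives mirror those of a sister screen read the other way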
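Assay system: LDL receptor-deficient CHO ldlA cells overexpressing murine SR-BI / Medium: BSA-supplemented, HEPES-buffered Ham's F12, pH 7.4 / Probe or stimulus: DiI-labelled HDL at 10 µg/mL final / Timing: compound with DiI-HDL co-incubation, 3 h at 37 °C / Technique: bottom-read cell fluorescence after medium removal, ex 550/em 595 nm / Measure: HDL uptake via cellular fluorescence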
DAGLB inhibitor: DAGLB lipase inhibitors, primary screen, biochemical, fluorescence, HTS; actives 0.059% (n = 340,000); AID 504411, 2011; inhibition, % at 5.17 µM; HEK293T DAGLB membrane lysate, EnzChek fluorogenic substrate; Diacylglycerol lipase-beta (Homo sapiens), Q8NCG7; in the data active = inhibition above about 34%;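 note: 0% = enzyme with vehicle and 100% = wells lacking enzyme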
Keap1 Nrf2 FP: Keap1-Nrf2 protein-protein interaction inhibitors, primary screen, biochemical, fluorescence polarization, single point | Kelch-like ECH-associated protein 1 (Homo sapiens), Q14145 | Keap1 Kelch-Nrf2 peptide fluorescence polarization, 1536-well | inhibition, % at 9.4 µM | actives 0.15% (n = 340,000) | AID 504523, 2011; in the data active = inhibition above about 12%;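 note: human Keap1 Kelch domain with fluorescein labeled Nrf2 9mer peptide probe; 0% = neutral control wells and 100% = peptide positive control; higher means more block of Keap1 binding to Nrf2 peptide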
* hit, by the source's call; x = no result given; & = joins results of further samples.

molecule | C-LANA FP | SR-BI HDL uptake | NSD2 HMT inh | Arrestin-AP2 inh | PKA-R2B activ | PvdQ inh | Cardiac RTF inh | SR-BI DiI-HDL act | DAGLB inhibitor | Keap1 Nrf2 FP
Cc1cc(C)c(S(=O)(=O)Nc2cccc(S(=O)(=O)NC3=NCCC3)c2)c(C)c1 | -1.7 | -25 | 0 | 7 | 4 | -15 | 0 | 25 | -2 | -6
Cc1cccc(OCC(=O)N/N=C/c2ccccc2C(=O)O)c1 | -1.3 | 7 | x | 37 | -2 | 4 | 0 | -7 | -1 | 0
O=C(NNC(=O)c1cc(Br)ccc1Cl)c1csc(N2CCOCC2)n1 | 4.3 | 2 | 2 | -16 | -5 | -16 | -1 | -2 | 2 | 3
COc1ccc(Cc2noc(CN3CCN(Cc4cccc(Cl)c4)CC3)n2)cc1OC | 0.7 | 9 | 2 | 1 | 10 | -12 | -5 | -9 | 0 | -4
Cn1c(SCc2nc3ccccc3s2)nnc1-c1ccc2c(c1)OCO2 | -1.8 | 12 | -9 | -4 | -8 | -16 | 0 | -12 | 0 | -3
COC(=O)c1sc2ccccc2c1C(=O)OC | 0.9 | 22 | -5 | -1 | -3 | 0 | -2 | -22 | -2 | 2
CC(C)N1CCc2c(sc(NC(=O)c3ccc4ccccc4c3)c2C(N)=O)C1 | 5.7 | 21 | -7 | 3 | -1 | -2 | -5 | -21 | -2 | -8
Cc1ccc2c(c1)COc1c3ccc(C(=O)N4CCCCC4)cc3nn1-2 | -2.1 | 41 | x | -2 | 4 | -12 | 1 | -41 | 3 | -4
CCCCOc1ccccc1NC(=O)c1ccco1 | 0.4 | 55 | -4 | -8 | 0 | 2 | 6 | -55 | -7 | -2
CCC(NC(C)C)C(O)c1ccc(O)c(O)c1 (configuration not stated) | 1.5 | -4&11 | x | -1 | -2 | -1&-14 | -5 | 4&-11 | 1 | -1
CC(=O)NC1C(O)OC(CO)C(O)C1O (configuration not stated) | -7.9 | -9 | x | 19 | 4 | 1 | 10 | 9 | 0 | 7
CCN(CCNC(=O)C1CCN(S(C)(=O)=O)CC1)c1ccccc1 | 0.3 | -12 | -1 | 34 | -6 | 1 | -3 | 12 | -1 | 3
CCCCc1nc2cc(C(=O)N3CCN(c4nc(C)cnc4C)CC3)ccc2o1 | -0.6 | 16 | 2 | -17 | 1 | -4 | -5 | -16 | 0 | 4
C/C(=N\O)C(C)(C)Nc1ccccc1F | -0.6 | 7 | -7 | 8 | -2 | -16 | 2 | -7 | -1 | 0
O=C1CN(C(=O)c2ccco2)C(c2ccc(F)cc2)c2cc(Cl)ccc2N1 (configuration not stated) | 0.5 | 33 | 5 | 5 | 1 | -11 | -3 | -33 | 1 | -1
CCC1(c2ccccc2)NC(=O)N(CC(=O)Nc2cc(Cl)ccc2N2CCN(C)CC2)C1=O (configuration not stated) | -2.0 | 6 | 2 | -1 | -15 | -5 | -8 | -6 | 1 | -3
CCN(CC)S(=O)(=O)c1cccc(C(=O)OCC(=O)NCc2ccccc2OC)c1 | -0.4 | 15 | -2 | 5 | 4 | -11 | 9 | -15 | -2 | 3
COc1ccccc1N1CCN(c2ccc3ccccc3n2)CC1 | 2.1 | x | -7 | -8 | 14 | -8 | 2 | x | -1 | 6
Cc1ccc(S(=O)(=O)N2CCOCC2)cc1NC(=O)CN1CCC(Cc2ccccc2)CC1 | 0.6 | -33 | -1 | 4 | -4 | -5 | -15 | 33 | -2 | -4
O=C(CNC(=O)c1ccco1)OCC(=O)c1ccc(Cl)cc1 | 0.6 | -11 | -1 | -1 | 0 | 0 | -5 | 11 | 1 | -7
CC(C)(O)/C=C1/Oc2ccccc2C1N1CCCCC1 (configuration not stated) | -0.8 | 1 | -6 | 7 | -5 | -19 | -1 | -1 | -1 | -2
COc1cccc(C2C(C(=O)Nc3ccccc3)=C(C)N=c3s/c(=C/c4ccc(OCC(=O)O)cc4)c(=O)n32)c1 (configuration not stated) | 0.4 | 10 | 5 | 3 | 1 | 7 | -11 | -10 | 1 | -4
CN(C)c1cc[n+](CC(=O)c2ccc(Br)cc2)cc1 | -1.8 | -28 | -1 | -1 | 2 | -3 | -8 | 28 | 3 | -1
Cc1nnc(N(C)C(=O)c2cnccn2)s1 | 0.5 | -5 | -2 | 16 | -11 | 11 | 13 | 5 | -1 | 5
Cc1[nH]n(-c2ccccc2)c(=O)c1/C=N/NC(=O)c1ccc(O)cc1O | 0.9 | 44 | 0 | -11 | 6 | 1 | -3 | -44 | 8 | -5
Cc1cc(F)ccc1S(=O)(=O)Nc1c(C)n(C)n(-c2ccccc2)c1=O | -1.0 | 0 | x | 5 | -8 | -14 | -4 | 0 | 0 | -1
O=C(CCn1cnc2ccccc2c1=O)Nc1cccc(Cl)c1 | -1.5 | 27 | -6 | 13 | -1 | -11 | -27 | -27 | -3 | -8
N#CCCCCn1c(-c2cncs2)nc2ccccc21 | 1.5 | -12 | 0 | 14 | 6 | -3 | 2 | 12 | 1 | 8
CCOc1ccc(N2CC(NS(=O)(=O)c3cccs3)CC2=O)cc1 (configuration not stated) | 0.0 | -3 | -1 | -10 | -18 | 8 | -16 | 3 | 1 | 2
CC1=NN(C(N)=S)C(=O)C1N=Nc1cccc(C(=O)O)c1 (configuration not stated) | 13 | -33 | 2 | 15 | -3 | 9 | 0 | 33 | -1 | 1
COC(=O)COc1ccc(S(=O)(=O)N2CCCCC2)cc1[N+](=O)[O-] | 0.0 | -5 | -3 | 33 | -3 | 2 | 14 | 5 | -4 | 0
Cn1cnnc1SCC(=O)Nc1ccc(Cl)c(S(=O)(=O)N2CCOCC2)c1 | 0.7 | -15 | -1 | -5 | 2 | -7 | 5 | 15 | 0 | -1
O=C1C=C(NNC(=O)c2ccccc2Br)CCC1 | 10.0 | 1 | 10 | 1 | -1 | -1 | -9 | -1 | 0 | 3
CC(C)(O)c1ccccc1CC[C@@H](SCC1(CC(=O)O)CC1)c1cccc(/C=C/c2ccc3ccc(Cl)cc3n2)c1 | 0.1 | 18 | x | -8 | -1 | -22 | -5 | -18 | 6 | -5
Cc1ccc(NC(=O)CSc2nc3ccccc3nc2N2CCCC2)cc1 | 1.7 | 5 | x | 13 | 0 | -10 | -2 | -5 | -20 | -4
CNC(=S)N1N=C(c2ccccc2)CC1c1ccc(OC)c(OC)c1 (configuration not stated) | -0.1 | 18 | -2 | 13 | -13 | 8 | 3 | -18 | -2 | -3
O=C(NC(=S)N(CCO)Cc1ccccc1)c1ccc(F)cc1Cl | 0.9 | -1 | -1 | -1 | -3 | 17 | -1 | 1 | -1 | -1
O=C(Nc1cccc(C(F)(F)F)c1)c1sc(Cl)nc1C(F)(F)F | 0.8 | -7 | -3 | 4 | 2 | -11 | 1 | 7 | -1 | -1
CCN(CC)C(=O)CCNS(=O)(=O)c1ccc(C)cc1 | 0.9 | 2 | -2 | -1 | 9 | 7 | -20 | -2 | -2 | 5
COc1ccccc1NC(=O)COC(=O)c1c[nH]c2ccccc12 | -0.4 | 22 | 1 | -7 | -6 | -5 | -5 | -22 | -3 | -5
COc1ccc(NS(=O)(=O)c2cccc(C(=O)NCC(c3ccc(OC)cc3)N3CCCCC3)c2)cc1 (configuration not stated) | 0.7 | -16 | -1 | -7 | -8 | -15 | 0 | 16 | 4 | -4
CCOc1ccc(Cn2cc(F)c(=O)[nH]c2=O)cc1 | 2.1 | -5 | -1 | 5 | -2 | -7 | -7 | 5 | -5 | -4
N#CCSc1nc2ccccc2c(=O)n1-c1ccccc1 | -0.6 | 5 | -4 | 8 | -3 | 4 | -4 | -5 | 0 | 2
CC(C)CN(C(=O)CCNC(=O)c1ccc([N+](=O)[O-])cc1)C1CCS(=O)(=O)C1 (configuration not stated) | -1.0 | -1 | 0 | 2 | -5 | -3 | 6 | 1 | -1 | 2
Cc1noc(NS(=O)(=O)c2ccc(NC(=O)c3cc(=O)c4ccccc4o3)cc2)c1C | 0.6 | -17 | 5 | 2 | 5 | 2 | -8 | 17 | 4 | 3
COc1ccc(Oc2nc3c(c(=O)n(C)c(=O)n3C)n2Cc2cccc(OC)c2)cc1 | 0.7 | 7 | -2 | -2 | 3 | -3 | -1 | -7 | -1 | 0
C=CC[C@H]1C=C[C@@H](C(C(=O)OC)C(=O)OC)CN1C(C)=O | 1.6 | 6 | x | -2 | 4 | -10 | -1 | -6 | -2 | -2
CCOc1cc(NC(=O)C2CC2)c(OCC)cc1NC(=O)c1ccccn1 | -1.5 | 23 | 2 | -4 | 9 | -14 | -5 | -23 | -3 | 1
COc1ccc(Cl)cc1NC(=O)c1ccccc1C | -1.1 | 86* | -1 | 1 | -5 | -16 | -11 | -86 | -8 | -2
Fc1ccc(Nc2nnc(C(F)(F)F)s2)cc1 | -0.8 | -5 | -4 | -25 | -9 | -16 | -5 | 5 | 1 | -2
CCN(CC(=O)N1CCN(C)CC1)S(=O)(=O)c1ccc(Cl)cc1 | -0.1 | -4 | 1 | 16 | -2 | -2 | -6 | 4 | -2 | 2
Cc1onc(-c2c(Cl)cccc2Cl)c1CO/N=C(\C#N)c1c(Cl)cccc1Cl | -1.1 | 20 | 2 | 5 | -5 | -14 | 0 | -20 | -14 | -3
CCN1C(=O)[C@@H]2[C@@H](c3ccc(-c4ccc(Cl)c(Cl)c4)cc3)N3CCCC[C@@]3(C(=O)OC)[C@@H]2C1=O | -0.4 | -10 | x | 19 | 17 | -3 | -15 | 10 | -5 | 3
Cc1nn(Cc2c(Cl)cccc2Cl)c(C)c1NC(=O)c1sc2ccccc2c1Cl | -1.3 | 35 | -2 | 5 | 14 | -14 | -11 | -35 | 1 | -4
